High-throughput results from PubChem BioAssay.
GAA spleen mod = inhibits or activates alpha-glucosidase in human spleen homogenate; AID 2112; 240,000 compounds, 0.006% hits; human spleen homogenate, 4-MU-alpha-glucoside fluorescence; Potency, µM (doses to about 79.9 µM), for the others: top-dose activity change, negative = inhibition, usual class: inhibitors; P10253;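 note: 0% = enzyme with vehicle and -100% = no enzyme basal signal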
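AC50 values come from Hill-equation fits of concentration-response data, normalized to no-enzyme and full-activity controls. Enzyme source: 1 ug human spleen homogenate; 1 mM fluorogenic 4-MU glucoside, pH 5.0 citrate buffer, 37 C, 40 min.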
GAA inh = blocks human lysosomal alpha-glucosidase; purified human GAA, 4-MU-alpha-glucoside fluorescence; Potency, µM (doses to about 76.9 µM), without a hit: top-dose activity change, negative = inhibition, most hits filed as inhibitors; 200,000 compounds, 0.005% hits; AID 1466;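 note: plate controls were uninhibited enzyme wells for no effect and no-enzyme background for full effect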
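Enzyme (4 nM final) mixed with compound (up to 77 uM), then 4-MU-alpha-D-pyranoside (400 uM final) added; 20 min at room temperature, pH 5.0. Reaction stopped at pH 10, fluorescence read, AC50 derived by Hill fit.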
RECQ1 inh = inhibitors of human RECQ1 DNA helicase; RECQ1 DNA unwinding, red fluorescence kinetic read; Potency, µM (highest dose often 57.3 µM), inactives show at the highest dose activity, negative = inhibition, most hits filed as inhibitors; 240,000 compounds, 0.54% hits;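 note: plate controls were vehicle for no effect and no enzyme for full effect; nearly all actives have a fitted effect of over 30% in size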
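RECQ1T1 50 nM; forked duplex (20 bp + 30-nt ss tails) 200 nM, ATP 2 mM final; pH 8.0, 2 mM MgCl2, 2.5 ug/ml poly(dI-dC); 15 min compound preincubation; discontinuous kinetic read over 2 h at RT.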
L3MBTL1 block = blocks human L3MBTL1; Q9Y468; 230,000 compounds, 0.66% hits; Potency, µM (top dose mostly 57.1 µM), for inactives: top-dose activity, negative = inhibition, actives largely listed as inhibitors; AlphaScreen L3MBTL1–H3K9me1 peptide binding; note: nearly all actives have a fitted effect of over 60% in size
Target sequence (Q9Y468 whole entry, looked up): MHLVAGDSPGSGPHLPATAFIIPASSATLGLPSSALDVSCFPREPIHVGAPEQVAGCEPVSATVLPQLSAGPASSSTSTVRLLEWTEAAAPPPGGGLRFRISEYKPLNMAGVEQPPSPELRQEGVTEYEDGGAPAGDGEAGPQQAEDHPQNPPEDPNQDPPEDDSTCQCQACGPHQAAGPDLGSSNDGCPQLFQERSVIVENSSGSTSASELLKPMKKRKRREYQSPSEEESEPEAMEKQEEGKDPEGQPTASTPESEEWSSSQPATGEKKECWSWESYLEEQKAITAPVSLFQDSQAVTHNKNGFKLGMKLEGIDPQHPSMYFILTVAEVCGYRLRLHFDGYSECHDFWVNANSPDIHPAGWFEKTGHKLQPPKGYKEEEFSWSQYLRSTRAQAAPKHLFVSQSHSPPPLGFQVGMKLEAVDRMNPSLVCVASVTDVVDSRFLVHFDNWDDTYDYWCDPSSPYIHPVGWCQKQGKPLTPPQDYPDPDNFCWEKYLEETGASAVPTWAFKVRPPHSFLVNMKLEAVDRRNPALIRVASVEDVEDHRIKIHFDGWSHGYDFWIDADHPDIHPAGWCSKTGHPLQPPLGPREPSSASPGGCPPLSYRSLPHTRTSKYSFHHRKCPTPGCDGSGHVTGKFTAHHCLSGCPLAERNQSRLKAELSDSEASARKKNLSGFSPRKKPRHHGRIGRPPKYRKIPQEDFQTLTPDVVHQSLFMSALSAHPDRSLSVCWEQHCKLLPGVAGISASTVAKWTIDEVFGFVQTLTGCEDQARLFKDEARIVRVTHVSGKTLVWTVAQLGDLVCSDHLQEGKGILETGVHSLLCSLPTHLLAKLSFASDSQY
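First, the protein-peptide complex forms for 30 min at room temperature (L3MBTL1 50 nM, biotinylated H3K9me1 peptide 75 nM). Next, compounds are pin-transferred and incubated 30 min. Finally, AlphaScreen beads are added and read after 30 min.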
GAA glycogen = GAA glycogen-cleavage inhibition or activation; P10253; recombinant GAA, glycogen substrate, Amplex Red glucose oxidase fluorescence; Potency, µM (doses to about 76.4 µM), inactives show top-dose activity change, negative = inhibition, usual class: inhibitors; 300,000 compounds, 0.38% hits; AID 2100;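 note: 0% = full enzyme reaction and -100% = no-enzyme basal signal; the screen sought inhibitors and activators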
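Natural-substrate format: glycogen cleavage by 4 nM human enzyme, glucose read by Amplex Red coupling (Ex 573, Em 610 nm). Normalized to enzyme and no-enzyme controls.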
RGS12 GoLoco inh = blocks human Gai1 binding to RGS12 GoLoco peptide, red readout. 230,000 compounds, 0.44% hits. AID 880. P63096. Gai1:RGS12 GoLoco peptide FP, rhodamine, 10 min. Potency, µM (titrated, usually from 61.6 µM), without a hit: at the top dose activity, negative = inhibition, hits mostly inhibitors; active = well fitted inhibition curve with a large enough effect, not every such curve was filed as active; inactive = no such curve, though single readings can be large or run the other way; note: nearly all actives have a fitted effect of over 30% in size; many of its hits are not listed in these tables
TexasRed fluor = counter-screen for TRb-SRC2 inhibitors: fluorescence interference | TRb/SRC2 Texas Red total fluorescence interference | Potency, µM (series often up to 106 µM), inactives show at the highest dose fluorescence change, negative = quenching | 280,000 compounds, 0.29% hits | AID 1479; active = well fitted curve in either direction with a large enough effect; inconclusive = small, poorly fitted or top-dose-only effect
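Flags fluorescent or light-absorbing compounds by total fluorescence, S + 2P, at 555 nm excitation and 632 nm emission. Mixture: 20 nM Texas Red SRC2 peptide, 0.6 uM human TRb LBD, 1 uM T3, 5% DMSO; compound exposure 5 h at ambient temperature.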
TRb-SRC2 inh = disrupts binding of human TR beta to SRC2 | P10828 | TRbeta-SRC2 peptide binding, fluorescence polarization; receptor liganded with 1 µM T3 | Potency, µM (titrated, usually from 106 µM), without a hit: at the highest dose activity change, negative = inhibition, usual class: inhibitors | 280,000 compounds, 0.065% hits;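 note: plate controls were bound peptide for no effect and peptide without receptor for full effect; nearly all actives have a fitted effect of over 50% in size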
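Compounds were added to 0.6 uM TRb ligand-binding domain and 20 nM Texas Red-labeled SRC2 peptide in Tris buffer containing 1 uM T3, incubated 5 hr at ambient temperature, then read by fluorescence polarization.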
The depositor's hits bear a star; i = inactive; u = inconclusive; x = not tested or not shown; & = joins results of further samples; [ ] = another dose, or the depositor's remark. Unless noted, calls come from the whole dose curve; as a rule, active = well fitted curve in the direction sought with a large enough effect; inconclusive = small, poorly fitted or top-dose-only effect, or another doubt; inactive = no such curve, though single readings can be large; an effect the other way counts as inactive or inconclusive. Unless noted, % is set by controls: 0 for no effect and ±100 for the full control effect; potency is the fitted concentration of half-maximal effect. Only part of the results is shown (hit frequency here may not be typical).

Every second line gives: L3MBTL1 block, RGS12 GoLoco inh, RECQ1 inh, TexasRed fluor, TRb-SRC2 inh, GAA inh, GAA glycogen, GAA spleen mod
- COc1ccc(Nc2nc3ccccc3nc2NS(=O)(=O)c2cccs2)c(OC)c1
    x, 4%, -8%, -1%, -8%, x, 4%, -3%
- CC(C)Sc1nc(N2CCOCC2)c2c(c1C#N)CC(C)(C)N(C)C2
    x, 0%, 11%, -2%, 0%, -5%, 2%, -6%
- C/C(CC(=O)Nc1cccc(C(F)(F)F)c1)=N/NC(=O)C(=O)NCCO
    0%, 6%, i, 3%, 2%, -5%, -4%, 3%
- O=C(CCc1nc(-c2ccccc2)c(-c2ccccc2)o1)OCc1ccc(Cl)cc1
    28%, 3%, -10%, -1%, 5%, 2%, -4%, -10%
- CC(C)(C)c1ccc(/C=N/N2CCN(c3ccccn3)CC2)cc1
    -3%, -5%, i, -3%, 2%, x, -22%, -4%
- Cc1ccc(S(=O)(=O)N(CC(=O)N=Nc2c(O)[nH]c3ccccc23)c2cccc(C)c2)cc1
    -14%, 13%, -2%, -18%, 9%, -12%, 16%, 3%
- C=CCOC(=O)C1=C(C)OC(N)=C(C#N)C1c1ccc(F)cc1 (stereo not drawn)
    -3%, 0%, -11%, 0%, 6%, -8%, 7%, -6%
- CC(=O)SC1CC2=CC(=O)CC[C@@]2(C)C2CC[C@@]3(C)[C@@H](CC[C@@]34CCC(=O)O4)C12 (stereo partly drawn)
    x, -3%, -2%, -1%, 5%, x, x, -9%
- CC(C)CC(C(=O)Nc1ccccc1)N1C(=O)C2C3C=CC(C3)C2C1=O (stereo not drawn)
    9%, -2%, i, -1%, -3%, 3%, -13%, -18%
- CN(C)S(=O)(=O)c1cccc(NC(=S)N/N=C/c2ccc(O)c(O)c2O)c1
    1.6µM*, -16%, -8%, -6%, 3%, x, u, 0%
- O=C(CCC1CCCN(C(=O)c2cccs2)C1)N1CCN(c2ccccn2)CC1 (stereo not drawn)
    11%, 9%, -4%, -6%, 5%, 8%, -10%, -2%
- COc1ccc(OC)c(N(CC(=O)NC2CC2)S(=O)(=O)c2ccc(C)cc2)c1
    -5%, 6%, -16%, -8%, 7%, u, -6%, 9%
- CN(C)/C=C(/C(=O)c1ccc(Cl)c(Cl)c1)S(C)(=O)=O
    4%, -6%, i, -5%, 2%, 4%, -9%, -11%
- CN(C(=O)c1cc2n(n1)C(C(F)(F)F)CC(c1ccco1)N2)c1ccc(OC(F)(F)F)cc1 (stereo not drawn)
    12%, -1%, -18%, 0%, -3%, -9%, 5%, 0%
- O=C(OC(C(=O)NCC1CCCO1)c1ccc(F)cc1)c1ccco1 (stereo not drawn)
    x, -3%, i, 0%, 2%, 3%, -1%, 2%
- CC(OC(=O)C1=NNC(=O)CC1)C(=O)Nc1ncc(Cl)cc1Cl (stereo not drawn)
    -23%, 11%, -11%, 3%, 1%, u, 4%, x
- CC(C)N(Cc1nnc(-c2ccccc2Cl)o1)C(=O)c1cccc(C#N)c1
    0%, -7%, -2%, -2%, 2%, -10%, -9%, 2%
- CNC(=O)c1ccc(N(Cc2ccccc2)S(C)(=O)=O)cc1
    0%, 7%, 9%, -4%, 6%, 0%, 6%, -2%
- Cc1ccc(C(=O)OCC(=O)Nc2c(Cl)cc(S(N)(=O)=O)cc2Cl)o1
    -8%, -1%, -3%, -1%, 3%, -6%, 2%, -2%
- COc1ccccc1CN(CC(=O)NCc1ccco1)C(=O)CNS(=O)(=O)c1ccccc1
    x, 4%, i, 1%, -2%, 8%, 3%, 5%
- CC1=NN(c2ccccc2)C(=O)C1N=Nc1ccc(N)cc1 (stereo not drawn)
    25µM*, 216%[activator], -14%, 5%, -20%, -6%, -22%, -9%
- CC12CCC(C(=O)Nc3ncc([N+](=O)[O-])s3)(OC1=O)C2(C)C (stereo not drawn)
    -1%, 5%, -3%, -5%, 5%, -8%, 0%, -1%
- COc1ccc(Nc2oc(COc3ccc(C)cc3)nc2C#N)cc1
    -29%, -4%, -3%, -2%, -5%, -6%, u, -2%
- CCOC(=O)c1c(C)c(C(=O)NCCCOC(C)C)c(C)n1C
    -4%, 9%, -2%, 3%, -3%, -1%, -4%, 3%
- COc1ccc2c(Cl)c(C(=O)NCCCn3ccnc3)sc2c1Cl
    -10%, 12%, -2%, -4%, -3%, -7%, -14%, -1%
- CCCC(=O)NC(=S)NNC(=O)c1ccc([N+](=O)[O-])cc1
    9%, -2%, 0%, 0%, 8%, 4%, -19%, -4%
- Cc1nnsc1C(=O)NNc1c(Cl)cccc1Cl
    9%, -2%, -4%, 0%, -6%, x, -30%, -5%
- CCCn1c(=N)n(CC(=O)c2ccc([N+](=O)[O-])cc2)c2ccccc21
    -8%, 2%, 16%, 1%, -1%, u, 11%, 3%
- O=C(NCCc1ccccc1)C1CCCN1C(=O)NCc1ccccc1 (stereo not drawn)
    -2%, x, -9%, 0%, -13%, 12%, 6%, -8%
- COc1ccc(CCN2C(=O)CC(Cc3ccc(C)cc3)C2=O)cc1OC (stereo not drawn)
    -3%, 12%, 15%, -1%[53 µM], -1%[53 µM], 14%, 19%, -4%

Limited to GAA spleen mod, TexasRed fluor and GAA inh (four entries from above):
SMILES | GAA spleen mod | TexasRed fluor | GAA inh
Cc1ccc(C(=O)OCC(=O)Nc2c(Cl)cc(S(N)(=O)=O)cc2Cl)o1 | -2% | -1% | -6%
COc1ccccc1CN(CC(=O)NCc1ccco1)C(=O)CNS(=O)(=O)c1ccccc1 | 5% | 1% | 8%
CC1=NN(c2ccccc2)C(=O)C1N=Nc1ccc(N)cc1 (stereo not drawn) | -9% | 5% | -6%
CC12CCC(C(=O)Nc3ncc([N+](=O)[O-])s3)(OC1=O)C2(C)C (stereo not drawn) | -1% | -5% | -8%

The list continues.
Every second line gives: L3MBTL1 block, RGS12 GoLoco inh, RECQ1 inh, TexasRed fluor, TRb-SRC2 inh, GAA inh, GAA glycogen, GAA spleen mod
- CCC(=O)N1CCN(c2ccc(Cl)cc2NC(=O)c2ccc(N3CCCC3)c([N+](=O)[O-])c2)CC1
    -4%, 0%, -7%, 1%, -15%, -5%, -4%, u
- O=c1cc(CN2CCN(c3cccc(C(F)(F)F)c3)CC2)nc2sccn12
    -15%, 7%, i, 0%, 8%, x, 3%, -4%
- COc1cc([N+](=O)[O-])ccc1NC(=O)Cc1ccc(F)cc1
    2%, 4%, 1%, 0%, 0%, -5%, -4%, 1%
- CCOC(=O)c1c(C)nc2c(c1C)/C(=N/O)CC(C)(C)C2
    1%, 2%, -13%, 0%, -16%, u, 7%, 2%
- O=C(NCc1ccccc1)c1ccc(F)c(S(=O)(=O)N2CCOCC2)c1
    1%, -5%, 14%, -3%, 3%, -10%, -13%, -1%
- Brc1ccc(CN2CCN(c3ccccn3)CC2)s1
    x, -11%, -7%, -5%, -2%, 1%, 0%, -2%
- Cc1cc(Cl)ccc1C(=O)C1CCCN(C(=O)c2snnc2C)C1 (stereo not drawn)
    -6%, -5%, 12%, 4%, 0%, -8%, 7%, 2%
- O=C(NCc1ccccc1)NC12CC3CC(CC(C3)C1)C2
    x, 2%, -8%, -7%, 2%, x, -14%, 6%
- O=C(O)CC/C(=N\NC(=O)c1ccccc1Br)c1ccccc1
    8%, -4%, i, -4%, 1%, 0%, -5%, -1%
- Cc1cc(NC(=O)CN2C(=O)c3ccccc3C2=O)no1
    8%, 6%, 7%, 0%, 2%, x, 3%, -1%
- O=C(COc1cc(Cl)c(Cl)cc1Cl)NCCc1ccccn1
    x, -7%, 3%, -3%, 1%, -2%, -17%, 2%
- Cc1cc(Cl)ccc1OC(C)c1nnc(N)s1 (stereo not drawn)
    x, -22%, -11%, -2%, 6%, -3%, 4%, -7%
- CS(=O)(=O)Nc1ccc(C(=O)NCCSCc2ccccc2)cc1
    -5%, -15%, i, 0%, 3%, x, 10%, -3%
- O=C(OCc1nnc(-c2ccccc2)o1)c1cc(F)c(F)cc1Cl
    33%[activator], 0%, i, -4%, 3%, 6%, 1%, -1%
- COc1ccc(C2=NOC(C(=O)NCc3cccs3)C2)cc1 (stereo not drawn)
    x, 8%, -3%, 0%, -1%, -1%, 0%, 0%
- CC(C)Nc1nc2c(c(=O)n(C)c(=O)n2C)n1C
    1%, -19%, i, -1%, 7%, x, -3%, -18%
- COCCCN1CCc2[nH]c(=S)[nH]c(=O)c2C1
    9%, -5%, -7%, 13%, 2%, -3%, 6%, -7%
- COc1ccc(NC(=O)CCS(=O)(=O)c2cccc3nonc23)c(OC)c1
    x, 1%, 0%, -2%, -9%, -6%, -1%, -9%
- O=C(Cn1nnc(-c2cccs2)n1)N1CCc2ccccc2C1
    -2%, x, -8%, -2%, -15%, 0%, 7%, -14%
- CCC(CC)C(=O)Nc1cccc(-c2nc3ccccc3o2)c1
    x, 8%, -1%, -3%, -1%, -8%, -2%, -19%
- COc1ccc(-n2c(O)c(C=Nc3ccccc3)c3ccccc3c2=O)cc1OC
    -2%, 3%, -10%, 1%, 3%, -5%, -4%, -3%
- CC(=O)N1CCC(N(C(=O)Nc2c(F)cccc2F)C(C)C)CC1
    x, -18%, i, 1%&1%, 4%&-5%, -3%, 6%, 3%
- COc1cccc(C(=O)C2CCCN(CC3=Cc4cc(OC)ccc4OC3)C2)c1 (stereo not drawn)
    -2%, 7%, i, 1%, 0%, x, 6%, -6%
- CC(C)=CC1C(C(=O)O)C1(C)C (stereo not drawn)
    x, 6%, 1%, 0%, 5%, x, x, -1%
- CNC[C@H](O)c1cccc(O)c1
    2%, -10%&-3%&-17%, -15%, -1%, 1%, u, 5%, -10%&6%
- O=C(/C=C/c1ccc(Br)cc1)NC(=S)Nc1ccc(S(=O)(=O)Nc2nccs2)cc1
    -1%, 3%, -3%, 7%, 4%, 4%, 10%, -9%
